Screens deposited in PubChem BioAssay by National Center for Advancing Translational Sciences (NCATS).
PLK1 PBD inh: qHTS for Inhibitors of PLK1-PDB (polo-like kinase 1 - polo-box domain): Primary Screen | Plk1 PBD binding of FITC phosphopeptide, fluorescence polarization | Potency, µM, for inactives: max response, negative = inhibition, hits mostly inhibitors | 360,000 tested, 2.8% active; also: potency is read from the fitted curve at half-maximal effect; series mostly up to about 57 µM; % is scaled to controls: 0 for no effect and ±100 for the full control effect; nearly all actives have a fitted effect of over 65% in size
aSyn yeast inh: qHTS of alpha-syn Inhibitors | 370,000 tested, 0.14% active | Yeast expressing alpha-synuclein, growth rescue, BacTiter-Glo, 24 h | Potency, µM (series often up to 46.1 µM), for the others: top-dose growth rescue (activation), most hits filed as activators | AID 652106, 2013; also: potency is read from the fitted curve at half-maximal effect; % of control where 0% means no effect; nearly all actives have a fitted effect of over 65% in size
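Rescue of yeast growth: cells expressing toxic alpha-synuclein, induced in galactose at OD600 0.02, incubated with compound 24 h at 30 C. ATP luminescence quantified growth; inhibitors of toxicity appear as activators.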
IL-2 act: qHTS of IL-2 Activators; IL-2 activation reporter assay, cell-based qHTS; stimulated with anti-CD3/CD4/CD28 beads; in transgenic mouse T cells; activation, % (series mostly up to about 46 µM); 360,000 tested, 0.065% active; AID 652025, 2013; in the data active = activation above about 50%; inconclusive = mostly about 30% to 49%; also: 0% is about no effect
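Unstimulated transgenic mouse T cells; 60-min compound exposure; bead-based TCR/CD4/CD28 stimulation; 18 h culture, 37 degrees C; dual fluorescence (EGFP, DsRed) plate cytometry.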
WRN inhibitor: qHTS for Inhibitors of WRN Helicase; Bifunctional 3'-5' exonuclease/ATP-dependent helicase WRN (Homo sapiens), Q14191; 360,000 tested, 0.46% active; WRN helicase unwinding, fluorescent forked duplex, kinetic; Potency, µM (top dose mostly 114 µM), for inactives: at the highest dose activity change, negative = inhibition, most hits filed as inhibitors; also: potency is read from the fitted curve at half-maximal effect; % is scaled to controls: 0 for no effect and ±100 for the full control effect; nearly all actives have a fitted effect of over 55% in size
Target sequence (Q14191 whole entry, looked up): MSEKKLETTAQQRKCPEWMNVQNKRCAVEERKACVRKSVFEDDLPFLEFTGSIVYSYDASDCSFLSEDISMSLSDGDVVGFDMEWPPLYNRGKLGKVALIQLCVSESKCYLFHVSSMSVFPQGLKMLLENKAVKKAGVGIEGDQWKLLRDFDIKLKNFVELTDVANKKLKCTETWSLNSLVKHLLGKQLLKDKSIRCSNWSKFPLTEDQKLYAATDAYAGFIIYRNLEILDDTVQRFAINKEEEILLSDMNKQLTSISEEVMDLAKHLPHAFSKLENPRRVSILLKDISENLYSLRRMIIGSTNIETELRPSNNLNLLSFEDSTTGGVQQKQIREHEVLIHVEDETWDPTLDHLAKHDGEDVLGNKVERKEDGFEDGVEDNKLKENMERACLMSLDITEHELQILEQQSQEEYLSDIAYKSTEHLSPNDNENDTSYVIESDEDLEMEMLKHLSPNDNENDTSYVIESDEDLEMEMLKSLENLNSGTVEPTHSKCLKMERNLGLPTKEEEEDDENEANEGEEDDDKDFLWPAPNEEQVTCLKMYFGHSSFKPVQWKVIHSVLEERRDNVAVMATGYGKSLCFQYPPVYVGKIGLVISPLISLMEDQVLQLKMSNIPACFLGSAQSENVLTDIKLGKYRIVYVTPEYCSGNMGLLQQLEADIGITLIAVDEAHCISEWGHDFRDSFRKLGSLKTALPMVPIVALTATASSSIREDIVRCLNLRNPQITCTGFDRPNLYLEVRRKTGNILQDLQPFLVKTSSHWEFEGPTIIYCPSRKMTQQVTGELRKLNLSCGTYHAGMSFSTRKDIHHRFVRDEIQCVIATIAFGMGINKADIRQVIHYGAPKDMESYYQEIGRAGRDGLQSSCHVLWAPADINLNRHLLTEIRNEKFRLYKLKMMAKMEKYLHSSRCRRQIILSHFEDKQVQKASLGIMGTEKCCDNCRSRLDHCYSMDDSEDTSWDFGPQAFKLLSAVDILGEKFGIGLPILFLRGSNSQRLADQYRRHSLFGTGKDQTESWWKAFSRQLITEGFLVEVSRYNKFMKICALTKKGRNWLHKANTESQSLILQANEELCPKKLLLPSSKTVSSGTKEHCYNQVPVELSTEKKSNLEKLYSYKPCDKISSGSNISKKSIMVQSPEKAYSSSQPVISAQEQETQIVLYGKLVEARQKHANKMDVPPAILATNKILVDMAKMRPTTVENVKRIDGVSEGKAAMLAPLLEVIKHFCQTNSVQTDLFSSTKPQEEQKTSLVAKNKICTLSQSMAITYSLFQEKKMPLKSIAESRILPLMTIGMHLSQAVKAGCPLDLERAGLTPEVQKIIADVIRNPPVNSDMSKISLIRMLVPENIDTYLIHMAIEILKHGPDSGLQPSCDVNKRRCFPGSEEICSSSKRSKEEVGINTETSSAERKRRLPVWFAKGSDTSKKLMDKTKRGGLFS
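Screening of the MLSMR collection measured strand separation of a quenched forked DNA duplex (100 nM) by 20 nM WRN with 2 mM ATP, all final. Compounds were preincubated with enzyme 15 min at room temperature.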
EPAC1 antag: qHTS for Antagonist of cAMP-regulated guanine nucleotide exchange factor 3 (EPAC1): primary screen. EPAC1 GEF assay, Rap1b-BODIPY-GDP exchange fluorescence. Rap guanine nucleotide exchange factor 3 (Homo sapiens), O95398. AID 720709, 2013. Potency, µM (doses to about 115 µM), without a hit: top-dose activity change, negative = inhibition, actives largely listed as inhibitors. 360,000 tested, 0.14% active;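 also: potency is read from the fitted curve at half-maximal effect; plate controls were vehicle for no effect and positive control for full effect; nearly all actives have a fitted effect of over 50% in size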
FUS suppressor: qHTS for Suppressors of FUS Proteinopathy: Primary screen using FUS-linked yeast assay. S. cerevisiae FUS-expressing, growth rescue, OD600, 24 h. Potency, µM (titrated, usually from 76.6 µM), inactives show at the top dose growth rescue (activation), hits mostly activators. 390,000 tested, 0.24% active. AID 1347120, 2019;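 also: potency is read from the fitted curve at half-maximal effect; plate controls were DMSO vehicle for no effect and reference control for full effect; nearly all actives have a fitted effect of over 55% in size; some results filed as inactive show a strong effect at the top dose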
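Yeast expressing FUS under galactose induction, OD 0.005 in 2% galactose medium; compounds in a dilution series, 24 h at 30C. Growth rescue by absorbance at 600 nm; CP55940 positive control, DMSO negative.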
EPAC1 agonist: qHTS for Agonist of cAMP-regulated guanine nucleotide exchange factor 3 (EPAC1): primary screen. Potency, µM (doses to about 154 µM), without a hit: at the top dose activation, actives largely listed as activators. 360,000 tested, 0.073% active. EPAC1 agonist qHTS, biochemical assay; response scale: 100% = response to 6.5 mM cAMP. Rap guanine nucleotide exchange factor 3 (Homo sapiens), O95398; also: potency is read from the fitted curve at half-maximal effect; nearly all actives have a fitted effect of over 60% in size
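EPAC1 100 nM, Rap1B–BODIPY-GDP 250 nM, unlabeled GDP 50 uM; compound titration; 5 min RT; kinetic read ex480/em540 at 5-min intervals ×30 min; data normalized to 6.5 mM cAMP agonist control.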
PI5P4Ka inh: qHTS for Inhibitors of phosphatidylinositol 5-phosphate 4-kinase (PI5P4K) | Phosphatidylinositol 5-phosphate 4-kinase type-2 alpha (Homo sapiens), P48426 | PI5P4Kalpha enzyme, ADP-Glo luminescence, 60 min; active compounds read low | max response, % | 330,000 tested, 1.2% active | AID 652105, 2013; active = max response of -50% or lower; inconclusive = between -30% and -50%; inactive = -30% or higher; also: value at the top dose of about 77 µM; % is scaled to controls: 0 for no effect and ±100 for the full control effect
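Enzyme plus substrate dispensed, test compounds pinned in, then ATP (5 microM final) added. After 60 min at RT, ADP-Glo reagent 1 for 45 min and reagent 2 for 30 min preceded luminescence imaging.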
Abeta rescue: qHTS for compounds that reverse cellular toxicity of Amyloid beta (A-beta) peptide in yeast: Primary Screen; yeast expressing A-beta42, growth rescue, OD600, 48 h; response scale: 0% DMSO, 100% iron-clioquinol control; Potency, µM (series often up to 46.1 µM), for the others: at the top dose growth rescue, actives largely listed as activators; 410,000 tested, 0.063% active; AID 1347071, 2019; also: potency is read from the fitted curve at half-maximal effect; nearly all actives have a fitted effect of over 55% in size
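Yeast growth medium received pinned compounds, then yeast cells expressing toxic A-beta were added; plates incubated at 30 C for 48 hr. Growth read as absorbance at 600 nm, normalized to DMSO and equimolar FeCl3 plus clioquinol controls.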
* = called active by the depositor; u = inconclusive; x = not tested or not shown; & = joins results of further samples; [ ] = another dose, or the depositor's remark. Unless noted, calls follow the shape of the dose curve; as a rule, active = well fitted curve in the direction sought with a large enough effect; inconclusive = small, poorly fitted or top-dose-only effect, or another doubt; inactive = no such curve, though single readings can be large; an effect the other way counts as inactive or inconclusive.

SMILES	PLK1 PBD inh	aSyn yeast inh	IL-2 act	WRN inhibitor	EPAC1 antag	FUS suppressor	EPAC1 agonist	PI5P4Ka inh	Abeta rescue
Cc1ccc(C(=O)NC2CCN(C(=O)Nc3ccc(F)cc3)CC2)cc1	-1%	7%	0.3	8%	-8%	-1%	5%	3	7%
Nc1nc(SCC(=O)Nc2ccc(Oc3ccccc3)cc2)n[nH]1	-3%	-2%	0.1	4%	14%	12%	10%	7	-7%
CC(/C=N/NC(=O)Cn1nccc1C)=C\c1ccc(C(C)C)cc1	1%	19%	-1.8	-6%	-28%	8%	1%	1	12%
CCC(C(=O)NCc1cccc(C)c1)n1nc(C)c2c(C)n(-c3ccccc3)nc2c1=O (stereo not drawn)	7%	1%	0.1	-3%	u	24%	8%	0	15%
O=C(Cn1nnc(-c2cccs2)n1)NCc1ccco1	-11%	-3%	1.7	3%	-8%	-24%	4%	-8	5%
Cc1ccccc1-c1nc(CS(=O)(=O)CC(=O)N2CCN(C)CC2)c(C)o1	-9%	-4%	-1.9	6%	-28%	18%	0%	1	-9%
CCCc1nn2c(=O)c(C(c3cccc(Cl)c3)c3c(O)nc4sc(CCC)nn4c3=O)c(O)nc2s1	-24%	-1%	-1.4	u	1%	u	-12%	-15	-6%
Cc1c(C(=O)NCCSCc2ccccc2)cccc1[N+](=O)[O-]	-6%	7%	1.2	-10%	-7%	1%	-3%	-1	11%
Cc1ccc2nc(NC(=O)c3ccco3)sc2c1	-3%	-35%[inhibitor]	-0.1	-10%	-10%	-19%	-10%	8	-65%[inhibitor]
CCOC(=O)C1(CCCc2ccccc2)CCN(Cc2ccn[nH]2)CC1	-9%	-5%	-0.4	1%	-15%	13%	0%	0	-2%
COc1ccc(OC)c(S(=O)(=O)n2cnc3ccccc32)c1	-13%	1%	-0.1	1%	-1%	6%	17%	0	-13%
Cc1ccccc1S(=O)(=O)Cc1ccc(C(=O)NCc2cccnc2)o1	-7%	-6%	-2.7	5%	3%	15%	1%	x	7%
Cc1ccc2c(c1)C(O)(C1COC(C)(C)CC1=O)C(=O)N2C (stereo not drawn)	-7%	-1%	-1.4	6%	7%	9%	0%	1	0%
COc1cc(Nc2c3c(nc4ccccc24)CCC3)cc(OC)c1OC	6%	0%	-4.5	7%	-7%	7%	-7%	-7	-5%
CC1=C(C)CC(C(=O)N2CCN(Cc3ccccc3)CC2)C(C(=O)O)C1 (stereo not drawn)	-17%	-1%	1.1	-7%	4%	4%	2%	-1	2%
CCOc1cc(C(=O)Nc2ccc(S(=O)(=O)Nc3cnc4ccccc4n3)cc2)cc(OCC)c1OCC	-15%	-2%	0.2	-10%	-12%	36%	0%	3	6%
COC(=S)N/C(=N\S(=O)(=O)c1ccc(Cl)cc1)c1ccccc1	24µM*	1%	-1.2	1%	-10%	16%	8%	-2	9%
Nc1nc(COC(=O)c2ccc3c(c2)OCCO3)nc(Nc2ccccc2)n1	1%	-2%	0.4	5%	5%	x	20%	-5	-12%
COc1cccc(CN(C)CC(=O)Nc2ccccc2N2CCOCC2)c1OC	5%	-2%	-2.1	-3%	2%	4%	1%	3	2%
O=C(CN1CCN(c2ccccn2)CC1)Nc1ccc(Oc2ccccc2)cc1	-2%	-6%	0.6	-18%[57.1 µM]	-5%	-12%	-2%	7	9%
Cc1ccnc(SCCn2c(Br)nc3c2c(=O)[nH]c(=O)n3C)n1	0%	-9%	0.5	0%	5%	2%	-3%	-7	6%
O=C(CN1C(=O)c2ccccc2S1(=O)=O)Nc1ccon1	3%	-1%	0.5	-3%	-13%	x	7%	-3	-1%
COc1cccc(C(=O)CSc2nnc(CNS(C)(=O)=O)n2-c2ccc(C)cc2)c1	-19%	-3%	-5.6	-18%	-18%	x	-11%	u	-5%
Cc1c(CC(=O)O)c(=O)oc2c(C)c(OCc3nn[nH]n3)ccc12	-1%	4%	-5.0	-10%	-11%	14%	4%	-6	-6%
Cc1ccccc1NC(=O)CSc1n[nH]c(-c2ccco2)n1	-4%	1%	-0.1	1%	-13%	-6%	5%	3	15%

Quoted from the listing:
WRN inhibitor, `Cc1ccccc1-c1nc(CS(=O)(=O)CC(=O)N2CCN(C)CC2)c(C)o1` → 6%
EPAC1 agonist, `COc1cc(Nc2c3c(nc4ccccc24)CCC3)cc(OC)c1OC` → -7%
PLK1 PBD inh, `Cc1ccccc1NC(=O)CSc1n[nH]c(-c2ccco2)n1` → -4%
FUS suppressor, `Nc1nc(SCC(=O)Nc2ccc(Oc3ccccc3)cc2)n[nH]1` → 12%
FUS suppressor, `O=C(CN1CCN(c2ccccn2)CC1)Nc1ccc(Oc2ccccc2)cc1` → -12%
Abeta rescue, `Cc1ccc2c(c1)C(O)(C1COC(C)(C)CC1=O)C(=O)N2C` (stereo not drawn) → 0%

Next section.
SMILES	PLK1 PBD inh	aSyn yeast inh	IL-2 act	WRN inhibitor	EPAC1 antag	FUS suppressor	EPAC1 agonist	PI5P4Ka inh	Abeta rescue
COC(=O)c1ccc(NC(=O)N2CCOCC2)cc1	-9%	-5%	-0.2	12%	0%	-11%	2%	2	3%
O=C1COc2ccc(C(=O)COC(=O)c3ccc(Cl)cc3[N+](=O)[O-])cc2N1	-1%	2%	-0.2	1%	-8%	7%	-2%	1	18%
Cc1nn(CC(=O)Nc2ccccc2C(F)(F)F)c(=O)c2cccn12	-2%	-1%	-0.1	10%	6%	-16%&-22%	-6%	-10	-1%&-4%
Cc1cccnc1NC(=O)c1ccc(OCC2CCCO2)cc1 (stereo not drawn)	-8%	-6%	0.9	8%	-5%	-28%	4%	0	3%
CCOC(=O)c1cc(-c2nnc(-c3cc(OC)c(OC)c(OC)c3)o2)c(C)nc1C	-5%	-4%	-2.7	-1%	-13%	-1%	11%	1	7%
Cc1ccc(S(=O)(=O)N2CCC(C(=O)OCCOc3cccc(C)c3)CC2)cc1	0%	2%	0.2	-7%	-3%	37%	-2%	7	9%
O=C(NCc1ccc(Cl)cc1)N1CCN(Cc2ccccc2)CC1	-14%	-2%	-0.6	8%	u	-11%	-7%	-1	-20%
O=C(CSc1ccccc1C(=O)N1CCN(c2ccc([N+](=O)[O-])cc2)CC1)N1CCCC1	-21%	0%	1.9	-18%	-18%	32%	-6%	-4	1%
COc1cc(OC)cc(C(=O)NC(C)c2cnn(-c3ccccc3C)c2C)c1 (stereo not drawn)	-2%	5%	-0.2	-1%	0%	9%	-1%	0	2%
COc1ccc(N(CC(O)CN2C(=O)NC(C)(C)C2=O)S(=O)(=O)c2ccccc2)cc1 (stereo not drawn)	0%	-4%	-3.1	2%	26%	7%	-4%	6	1%
CCc1nnc(NC(=O)c2cc(OC)c(OC)cc2[N+](=O)[O-])s1	-7%	0%	-6.2	1%	7%	-34%	-2%	-5	-9%
Cn1c2c(c3ccccc31)CCN=C2c1ccccc1	-18%	6%	-1.9	6%	2%	-9%	4%	-4	4%
COc1ccc(-c2nnn(CC(=O)N(C3CCCC3)C(C)C(=O)NC3CCCC3)n2)cc1OC (stereo not drawn)	0%	14%	-2.9	-2%	7%	21%	-1%	1	24%
Cc1cc2cc(CCNC(=O)c3ccc(C)c([N+](=O)[O-])c3)c(=O)[nH]c2cc1C	-8%	4%	4.7	-15%	1%	x	3%	5	7%
COCCN(CC1CCCN(C2Cc3ccccc3C2)C1)C(=O)CCSC (stereo not drawn)	-6%	-1%	1.0	5%	14%	-14%	-9%	-1	4%
CC(C)[C@H](NC(=O)c1ccccc1)C(=O)OCC(=O)N1CC2(C)CC1CC(C)(C)C2 (stereo partly drawn)	3%	-8%	-0.7	8%	-1%	x	-2%	5	0%
COc1ccc(OC)c(C2=NS(=O)(=O)N(C)C(C(=O)NCc3ccco3)=C2)c1	-30%	2%	-1.5	7%	-15%	2%	6%	0	11%
Cn1c(=O)c2c(ncn2CC(=O)Nc2nc3ccc(F)cc3s2)n(C)c1=O	-4%	2%	-2.6	8%	0%	27%	-1%	0	6%
COc1ccc2oc(C(=O)OCC(=O)N(C)C3CCS(=O)(=O)C3)c(C)c2c1 (stereo not drawn)	-9%	-1%	-2.6	-2%	4%	21%	-9%	-20	13%

Among those listed so far, 2 contain a COOH group.
SMILES	PLK1 PBD inh	aSyn yeast inh	IL-2 act	WRN inhibitor	EPAC1 antag	FUS suppressor	EPAC1 agonist	PI5P4Ka inh	Abeta rescue
CC1=C(C)CC(C(=O)N2CCN(Cc3ccccc3)CC2)C(C(=O)O)C1 (stereo not drawn)	-17%	-1%	1.1	-7%	4%	4%	2%	-1	2%
Cc1c(CC(=O)O)c(=O)oc2c(C)c(OCc3nn[nH]n3)ccc12	-1%	4%	-5.0	-10%	-11%	14%	4%	-6	-6%
